# Assay outcomes as filed in PubChem BioAssay.
# EP2 modulator: EP2 receptor (human) modulation; P43116; EP2-expressing cells, cAMP HTRF FRET, PGE2 co-stimulation; induction, % at 25 µM; 260,000 tested, 0.83% active; AID 940;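 active = compounds whose cAMP rise, as percent of the full-agonist control response, exceeds 60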;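 note: rat C6 glioma line stably carrying human EP2 under a CMV promoter; the protocol text gives 20 µM as final concentration; 100% = response of wells given 1 µM PGE2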
# Target sequence (P43116 whole entry, looked up): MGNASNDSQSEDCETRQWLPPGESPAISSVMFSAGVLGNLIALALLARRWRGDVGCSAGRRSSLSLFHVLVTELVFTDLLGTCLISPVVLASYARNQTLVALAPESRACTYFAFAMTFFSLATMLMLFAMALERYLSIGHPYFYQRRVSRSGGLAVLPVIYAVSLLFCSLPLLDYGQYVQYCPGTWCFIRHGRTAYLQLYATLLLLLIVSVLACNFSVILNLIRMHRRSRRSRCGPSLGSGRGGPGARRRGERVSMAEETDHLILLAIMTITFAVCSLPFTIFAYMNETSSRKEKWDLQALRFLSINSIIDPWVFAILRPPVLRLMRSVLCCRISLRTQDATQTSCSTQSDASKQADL
# 14-3-3 Bad inh: disrupts binding of bovine 14-3-3 zeta to phospho-Bad peptide; P63103; TR-FRET 14-3-3zeta/Dy647-pBad peptide displacement, 1 h; inhibition, % at 21.7 µM; 220,000 tested, 0.71% active;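 active = inhibition above about 70%, limit read from the data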;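 note: 0% = full 14-3-3 plus peptide FRET controls and 100% = background without 14-3-3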
# Target sequence (P63103 whole entry, looked up): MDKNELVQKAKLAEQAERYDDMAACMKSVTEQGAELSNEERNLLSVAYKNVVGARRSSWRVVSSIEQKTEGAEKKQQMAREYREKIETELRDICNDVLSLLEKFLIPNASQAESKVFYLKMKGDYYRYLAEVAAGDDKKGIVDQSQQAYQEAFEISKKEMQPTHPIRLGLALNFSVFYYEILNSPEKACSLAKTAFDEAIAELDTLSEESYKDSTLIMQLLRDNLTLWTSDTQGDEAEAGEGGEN
# CHOP inh: inhibitors of CHOP induction in ER stress response. CHO-K1 CHOP-promoter luciferase, tunicamycin-induced, 15-18 h. inhibition, % at 10 µM. 220,000 tested, 3.8% active;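 active = compounds that reduced the stress-induced luciferase reporter signal by more than about 70% of percent inhibition, limit read from the data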;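 note: 0% = tunicamycin plus vehicle and 100% = wells without tunicamycin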
# PPC-1+TRAIL kill: compounds killing PPC-1 cancer cells with TRAIL present (potentiator screen, no TRAIL-free arm); cell killing (% activity), % at 4 µM; PPC-1 cells + TRAIL, ATPLite viability luminescence; 220,000 tested, 0.41% active;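 active = cell killing above 50% in the first pass at 4 µM, then a duplicate retest at 5 µM averaging 50% or more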;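 note: plate controls were cells with TRAIL plus DMSO for no effect and medium-only wells lacking cells for full effect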
# TRPN1 ag: zebrafish TRPN1 (NompC) channel agonism; HEK293 zebrafish TRPN1-YFP, Fluo-8 calcium fluorescence; 100% = response to 87 µM carbachol; activation, % at 3 µM; 220,000 tested, 0.18% active;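 active = activation above its plate's cutoff, the mean activation of test wells on that plate plus 3 SD, cut at about 19% in these data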;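 note: 0% = DMSO alone and 100% = 87 µM carbachol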
#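 Material: zebrafish TRPN1-YFP in HEK293 cells; Doses: single test compound dose, 3 µM nominal, 0.3% DMSO; Timing: dye loading 1 h at 37 °C, then 30 min room temperature; Technique: intracellular calcium fluorescence with Fluo-8; Benchmarks: high carbachol 87 µM, low DMSO alone.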
# NPY Y1 blocker: blocks the human neuropeptide Y Y1 receptor | P25929 | HEK293-CNG Y1 cells, membrane potential fluorescence; NPY at EC95, then isoproterenol | inhibition, % at 3.6 µM | 200,000 tested, 1% active | AID 1040;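 active = inhibition above the campaign mean inhibition of all tested compounds plus 3 SD, cut at about 20% in these data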;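 note: 0% = DMSO wells given NPY plus isoproterenol and 100% = isoproterenol alone without NPY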
# Target sequence (P25929 whole entry, looked up): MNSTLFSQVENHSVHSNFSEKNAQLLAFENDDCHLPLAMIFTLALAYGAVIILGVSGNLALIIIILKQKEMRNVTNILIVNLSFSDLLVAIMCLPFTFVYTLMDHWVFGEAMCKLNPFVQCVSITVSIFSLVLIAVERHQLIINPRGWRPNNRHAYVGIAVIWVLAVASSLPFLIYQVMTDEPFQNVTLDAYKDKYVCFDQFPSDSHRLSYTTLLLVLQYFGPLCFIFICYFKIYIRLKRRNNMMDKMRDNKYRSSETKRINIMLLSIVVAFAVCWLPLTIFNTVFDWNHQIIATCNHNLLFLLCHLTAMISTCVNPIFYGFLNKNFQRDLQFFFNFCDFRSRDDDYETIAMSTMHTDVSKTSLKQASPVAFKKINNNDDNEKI
#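 Benchmarks – high control isoproterenol alone, low control NPY with isoproterenol · Material – HEK293 Y1/CNG channel cell line · Times – dye 3 h, compound 60 min room temperature, stimulation 45 min · Probe or stimulus – NPY (25 nM), isoproterenol (1 µM), Ro 20-1724 (25 µM) · Evaluation – % inhibition of NPY effect · Signal – fluorescence, membrane potential probe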
# TRPML3 ag: human mucolipin-3 channel agonism. Q8TDD5. HEK293 TRPML3-YFP, Fluo-8 calcium fluorescence; 100% = the carbachol control signal. activation, % at 3 µM. 220,000 tested, 0.29% active;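 active = activation above its plate's cutoff, the mean activation of the plate's test wells plus 3 SD, cut at about 12% in these data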;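 note: 0% = DMSO only wells and 100% = carbachol wells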
#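 Test system: TRPML3-YFP stable HEK293 cells. Doses: single point at 3 µM. Incubation: dye loading 1 h 37 °C then 30 min ambient, 125 s read. Signal: Fluo-8 calcium dye fluorescence, ex 470-495, em 515-575 nm. Measure: percent activation from peak-to-basal fluorescence ratio, scaled between DMSO and carbachol.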
# EP2 antag: EP2 receptor (human) inhibition; 260,000 tested, 0.52% active; P43116; inhibition, % at 25 µM; C6 glioma cells expressing human EP2, cAMP TR-FRET; cells stimulated with saturating PGE2; AID 1422;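 active = percent inhibition above 40 after rounding to a whole number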;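 note: rat C6 glioma host cells with rolipram phosphodiesterase inhibitor present; the protocol text gives 20 µM as final concentration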
# NPY1 pot ag: potentiates or activates human NPY-Y1 receptor | P25929 | NPY-Y1 expressing cells, potentiator/agonist activation | activation, % at 3.6 µM | 220,000 tested, 0.37% active; in the data active = activation above about 33%, passing the limit was not always enough;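 note: cells stimulated with NPY at EC10 then isoproterenol at EC100; 0% = low agonist plus stimulus and 100% = saturating agonist plus stimulus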
# Active calls of the source: *; / = not tested or not shown; & = joins results of further samples; [ ] = remark or other dose. A portion of the library; count on the stated rates, not on these rows.
SMILES,EP2 modulator,14-3-3 Bad inh,CHOP inh,PPC-1+TRAIL kill,TRPN1 ag,NPY Y1 blocker,TRPML3 ag,EP2 antag,NPY1 pot ag
Cc1ccccc1N(CC(=O)N/N=C/c1ccc(F)cc1)C(=O)c1ccccc1,38,9,89*,12,-0.3,5,0.6,11,4
O=C(CNC(=O)c1cccc(Cl)c1)N/N=C/c1cccnc1,-8,18,-2,9,-0.3,/,0.8,5,-8
Cc1c(NC(=S)NC(=O)c2ccco2)c(=O)n(-c2ccccc2)n1C,-2,-12,21,18,1.0,1,0.2,8,-7
CCN(CC(=O)NC1CCS(=O)(=O)C1)S(=O)(=O)c1ccc(C)cc1C (configuration not stated),8,-7,17,21,1.2,-1,0.8,7,-3
CCNC(=S)NN(c1ccccc1)c1ccccc1,-10,7,-10,14,-0.6,0,-0.9,11,-7
Cn1c(=O)c2c(nc(NCCCN3CCOCC3)n2Cc2ccc(Cl)cc2)n(C)c1=O,/,/,/,8,0.6,-1,-0.5,6,0
Cc1nn(CCCC(=O)NCc2ccccc2)c(C)c1[N+](=O)[O-],-2,-10,26,-4,0.2,3,0.9,5,-3
CC(=O)Nc1sc2c(c1C(c1ccccn1)N1CCCC1)CCCC2 (configuration not stated),20,-12,16,7,-0.5,4,-1.1,3,-7
Cc1cc2c(c(=O)o1)C(CCC1CCCCC1)C(C#N)=C(N)O2 (configuration not stated),-27,-1,62,-2,1.1,/,1.1,3,3
CN1CCN(C(=O)Nc2cccc3ccccc23)CC1,24,11,-10,-20,-0.3,1,0.0,7,-4
CC(/C=N/NC(=O)c1nn(C)c(C)c1Br)=C\c1ccccc1,-7,-10,17,54*,0.2,1,0.4,5,-23
COCCn1c(SCc2csc(-c3ccccc3)n2)nc2ccccc21,-22,13,58,15,3.9,7,1.5,2,7
O=C(Nc1nc(-c2ccccn2)cs1)c1ccc(Cl)s1,-36,2,/,27,3.0,-1,1.2,24,7
Cc1cccnc1NC(=O)/C=C/c1ccc2c(c1)OCO2,-12,9,-22,12,1.9,0,0.3,35,-1
CCN1CCN(c2nc3c(c(=O)[nH]c(=O)n3C)n2CCCc2ccccc2)CC1,4,1,0,/,0.2,-1,1.0,8,14
CCOC(=O)c1sc(=S)n(-c2ccccc2)c1N(C(C)=O)C(C)=O,0&14,41,49,20,-0.3,-1,-0.3,9&9,8
COc1cc(OC)c(C(=O)OC(C)C(=O)Nc2cc(C(F)(F)F)ccc2Cl)cc1OC (configuration not stated),22,12,29,10,-1.2,4,-0.3,1,-43
Cc1ccc(OCC(=O)Nn2c(C)nc3ccccc3c2=O)c(C(C)C)c1,2,8,44,13,-1.1,4,0.7,7,-21
O=C(Nc1ccc(Cl)cc1)Nc1nnc(SCc2ccc(Cl)cc2)s1,11,2,9,17,-1.0,5,0.0,8,-14
O=C1C2CCCN2C(c2ccc(F)cc2)N1c1nccs1 (configuration not stated),21,8,33,17,1.2,0,1.1,3,12
CCOC(=O)c1sc(N(Cc2ccccc2)C(=O)CSc2ncn[nH]2)nc1C,29,8,64,-3,-0.3,3,-0.5,10,-11
CC(=O)c1ccc(NS(=O)(=O)Cc2ccc(Cl)cc2)cc1,-10,7,1,-16,-0.6,9,0.1,9,-7
COc1cc(C2CC(=O)c3c([nH]c(C(=O)OCCOC(C)C)c3C)C2)cc(OC)c1OC (configuration not stated),2,14,/,21,9.3,-6,2.5,10,17
O=C(C1CCCCC1)N1CCN=C1SCc1cccc([N+](=O)[O-])c1,24,0,33,-24,-0.8,2,-0.1,3,14
Cc1cc(NC(=O)c2cc(-c3ccc(C)s3)nc3ccccc23)no1,6,3,-5,-3,0.8,4,1.0,10,-18

# Four compounds from above, limited to EP2 antag:
Molecule,EP2 antag
Cc1c(NC(=S)NC(=O)c2ccco2)c(=O)n(-c2ccccc2)n1C,8
Cc1cccnc1NC(=O)/C=C/c1ccc2c(c1)OCO2,35
Cn1c(=O)c2c(nc(NCCCN3CCOCC3)n2Cc2ccc(Cl)cc2)n(C)c1=O,6
COc1cc(OC)c(C(=O)OC(C)C(=O)Nc2cc(C(F)(F)F)ccc2Cl)cc1OC (configuration not stated),1

# Additional structures:
SMILES,EP2 modulator,14-3-3 Bad inh,CHOP inh,PPC-1+TRAIL kill,TRPN1 ag,NPY Y1 blocker,TRPML3 ag,EP2 antag,NPY1 pot ag
O=C1Nc2ccccc2C1(O)Cc1ccncc1 (configuration not stated),8,12[fluorescence artefact?],3,-1,0.2,1,0.0,10,-32
COc1ccc(C)cc1NC(=O)C(=O)NNC(=O)COc1ccc(Cl)cc1,2,-9,63,8,-2.9,9,-0.8,5,-20
Cc1ccc2[nH]c(=O)c(CN(CCc3ccccc3)C(=O)N3CCOCC3)cc2c1,-6&-33,11[fluorescence artefact?],46,1,0.8,-4,0.7,10&17,5
O=S(=O)(c1ccc2ccccc2c1)N1CCN(C2Cc3ccccc3C2)CC1,1,40[fluorescence artefact?],28,10,-0.7,7,0.6,5,0
Cc1c(Cl)c([N+](=O)[O-])nn1Cc1ccc(C(=O)N/N=C\c2ccccn2)o1,2,-3[fluorescence artefact?],73*,-6,1.1,1,0.5,3,5
Cc1ccc(Nc2ncnc3c2cnn3C)cc1,21,2,13,2,0.3,0,0.1,20,-3
COc1cccc2sc(N(C)c3ccccc3)nc12,-5,11[fluorescence artefact?],35,39,-0.7,1,-1.0,7,4
Cc1cc(C)cc(NC(=O)c2cc(S(=O)(=O)NCc3ccco3)ccc2F)c1,-10,10,36,8,-3.0,-2,-1.5,6,0
Cc1cc(C(=O)Cn2ncc(Cl)c(Cl)c2=O)c(C)n1CC(F)(F)F,17,12,38,14,4.6,8,-1.1,7,-5
S=C(NCC(c1cccnc1)N1CCOCC1)NC1CCCCC1 (configuration not stated),9,-20,20,24,1.9,12,-0.1,2,-2
CSc1ccccc1C(=O)NCC(c1ccco1)N1CCCCC1 (configuration not stated),-12,64,2,13,0.9,4,0.4,8,-12
Cc1oc(-c2cccs2)nc1CSCC(=O)NC1CC1,1,6,24,-2,1.4,-1,0.7,16,12
O=S(=O)([N-]c1nc2ccccc2nc1-[n+]1ccc(Cc2ccccc2)cc1)c1ccc(Br)s1,1,-4,21,21,0.4,/,0.0,12,22
CCN(CC)S(=O)(=O)c1cccc(C(=O)NC(Cc2c[nH]c3ccccc23)c2nnc3n2CCCCC3)c1 (configuration not stated),7,-16,-7,-12,-0.4,1,-1.1,8,-10
O=C(O)CCC(=O)NCc1ccc(F)cc1,8,-4,18,3,-1.6,-5,1.0,4,-11
Cc1ccc(-c2nc(C(Cl)Cl)c3ccccc3n2)cc1,61*,-1,103*,14,0.5,/,-0.2,10,-29
O=C(CSc1nncn1-c1ccccc1)NC1CCCc2ccccc21 (configuration not stated),-9,4,-26,26,-0.8,1,-0.8,10,28
COc1cc(C(C2=C(O)CC(C)(C)CC2=O)C2C(=O)CC(C)(C)CC2=O)cc(OC)c1OC (configuration not stated),24,-26,42,11,-0.5,-1,0.1,7,14
COc1ccc(Cc2nc(-c3ccc(Br)cc3)no2)cc1,-11,-2,47,19,0.8,7,0.8,5,-21
COC(=O)c1ccc(C(=O)OC)c(NC(=O)Oc2ccccc2)c1,16,-2[fluorescence artefact?],-6,-18,-1.0,1,0.0,10,-6
Cc1ccc2nc(NC(=O)c3cc(-c4ccco4)nc4ccccc34)sc2c1,-6,8,37,8,0.9,54*,0.7,8,-146
COC(=O)C1=CN(CC2CCCO2)C=C(C(=O)OC)C1c1ccsc1 (configuration not stated),25,-3,-31,7,2.3,0,0.0,11,16
O=C(O)c1cccc(-n2nnnc2SCc2ccccn2)c1,6,9,14,1,1.7,0,1.1,12,-4
O=C(Cc1ccc(Cl)cc1Cl)NCC1(N2CCOCC2)CCCCC1,0,-20,5,27,0.3,-1,0.6,4,-1
O=C(NC1CCCCCC1)C1CCN(S(=O)(=O)c2ccccc2)CC1,-27,11,9,6,0.5,-10,0.9,6,20
# Going on with the list.
SMILES,EP2 modulator,14-3-3 Bad inh,CHOP inh,PPC-1+TRAIL kill,TRPN1 ag,NPY Y1 blocker,TRPML3 ag,EP2 antag,NPY1 pot ag
CCN(CC)CCCN(Cc1cc2cc3c(cc2[nH]c1=O)OCO3)C(=S)Nc1ccc(OC)cc1,-8,-12,1,4,0.6,6,1.1,5,-19
CC(=O)Nc1ccc(NS(=O)(=O)c2ccc(Cl)c(C(=O)O)c2)cc1,-1,-4[fluorescence artefact?],11,19,-2.3,9,0.3,3,-8
CCCCCC(=O)C(=O)c1ccc(O)cc1O,8,5,4,15,2.3,/,0.2,4,-16
O=C(N1CCOCC1)n1cnc2ccccc21,20,5,10,7,-0.6,0,1.2,8,6
Clc1cccc(Oc2cnns2)c1Cl,-1,6,-4,11,0.3,2,-0.4,11,1
CCOC(=O)CNC(=O)C1c2ccccc2C(=O)N(c2ccc(OC)cc2)C1c1ccc(OC)cc1 (configuration not stated),6,/,16,14,-0.7,-5,0.6,8,16
COc1ccc(OC)c(-n2cnc3cc(C(=O)O)ccc32)c1,5,-12,-4,1,0.5,6,-0.5,7,7
Cc1cc2c3c(c1)C1(SCC(=O)N1c1ccc(F)cc1)C(=O)N3C(C)(C)CC2C (configuration not stated),67*,-2,7,16,-0.2,14,1.2,3,-15
Cc1ccccc1Cc1c(C)nc2c(C(=O)NCc3ccco3)cnn2c1C,35,-7,-44,12,-0.2,4,-1.0,5,5
Clc1ccc(Cl)c(-c2nn3c(COc4ccccc4)nnc3s2)c1,-33,7,-24,5,0.7,4,0.8,5,-30
Cn1cc([N+](=O)[O-])c(C(=O)Nc2ccc(Br)cn2)n1,-2,-4,-12,8,0.3,3,-0.1,9,-5
COCC(C)NC(=O)COc1nncc2ccccc12 (configuration not stated),28,-7,-3,3,-0.8,0,-0.2,11,15
CC1CCc2c(sc(Nc3nc4c(F)cccc4s3)c2C(N)=O)C1 (configuration not stated),-1,3,50,-12,3.6,1,1.6,11,-10
CC(C)(C)n1nnnc1C(c1cccs1)N1CCN(Cc2ccccc2)CC1 (configuration not stated),5&7,16[fluorescence artefact?],8,18,-0.4,6,0.7,4&6,-38
COc1ccc(CN2CCN(S(=O)(=O)c3ccc(C)cc3)CC2)cc1Br,10,67,25,8,-0.4,0,10,8,2
CC(C)c1onc(C(=O)N2C(C)CCCC2C)c1[N+](=O)[O-] (configuration not stated),11,-7,30,4,-0.4,5,0.7,3,18
